# Platelet DG rel – inhibitors of platelet dense granule secretion, primary screen, cell-based, MLPCN, human platelets | human platelet-rich plasma, SFLLRN dense granule ATP release, luminescence | inhibition, %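 (compounds screened at 7.5 µM in platelet-rich plasma)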 | actives 0.22% (n = 300,000);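 active = mean replicate score, as percent of positive control, at or above 50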
# MrgX1 antagonist – antagonists of human MrgX1 receptor, primary screen, HEK293 cells, Fluo-4 calcium flux. BAM8-22 antagonism; hits give low values. B-score at 10 µM. actives 1.3% (n = 310,000);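 active = calcium-response B-score plate-corrected more than 3 library SD below zero, starting fluorescence within 5 deviations, no agonist response on first addition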;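 also: peak minus trough fluorescence over baseline after final BAM8-22 challenge near maximal dose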
# TRPC6 inhibitor – mouse TRPC6 channel inhibitors, primary screen, cell-based, HEK293, membrane potential dye. B-score at 10 µM. AID 2553, 2010. ACh-evoked depolarization; hits give low values. actives 1.1% (n = 310,000);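 active = B-score under library mean minus 3 SD, initial fluorescence not abnormally high, positive integrated signal ratio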;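 also: B-score derived from integrated fluorescence ratio over the kinetic read; more negative B-score means stronger inhibition of depolarization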
# MrgX1 agonist – agonists of human MrgX1 receptor, primary screen, HEK293 cells, Fluo-4 calcium flux. Fluo-4 calcium fluorescence, agonist mode; hits give high values. B-score at 10 µM. Mas-related G-protein coupled receptor member X1 (Homo sapiens), Q96LB2. actives 0.44% (n = 310,000). AID 588627, 2011;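 active = calcium response B-score plate-corrected fluorescence ratio at least 3 library SD, with starting fluorescence B-score inside 5 SD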
#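 Assay system: MrgX1-expressing HEK293 cells / Amount: fifteen thousand cells per well / Doses: test compound in the initial addition of three / Timing: cells plated overnight, dye loaded 0.5 h 37 °C, 0.5 h room temperature / Technique: kinetic calcium dye fluorescence, Fluo-4 NW / Control set: positive and negative controls per plate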
# MrgX1 PAM – positive allosteric modulators of MrgX1, primary screen, HEK293 cells, Fluo-4 calcium flux | Mas-related G-protein coupled receptor member X1 (Homo sapiens), Q96LB2 | FDSS; hits give high values | B-score at 10 µM | actives 0.63% (n = 310,000);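 active = plate-corrected calcium response at least 3 library SD above typical, normal starting fluorescence, not activating the receptor alone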;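 also: compound read alongside a low EC10 to EC30 dose of BAM8-22 agonist; peak minus trough fluorescence over baseline measured at the second addition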
# TRPC4 inh – inhibitors of mouse TRPC4 channel, primary screen, Fluo4 calcium, HEK293 TRPC4beta/mu-opioid cells; actives 0.39% (n = 300,000); DAMGO-evoked Fluo4 calcium flux; hits give low values; AID 2247, 2010; B-score at 10 µM; Short transient receptor potential channel 4 (Mus musculus), Q9QUQ5;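 active = B-score over 3 SD under the library average, no early fluorescence shift, positive overall ratio signal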
# Target sequence (Q9QUQ5 whole entry, looked up): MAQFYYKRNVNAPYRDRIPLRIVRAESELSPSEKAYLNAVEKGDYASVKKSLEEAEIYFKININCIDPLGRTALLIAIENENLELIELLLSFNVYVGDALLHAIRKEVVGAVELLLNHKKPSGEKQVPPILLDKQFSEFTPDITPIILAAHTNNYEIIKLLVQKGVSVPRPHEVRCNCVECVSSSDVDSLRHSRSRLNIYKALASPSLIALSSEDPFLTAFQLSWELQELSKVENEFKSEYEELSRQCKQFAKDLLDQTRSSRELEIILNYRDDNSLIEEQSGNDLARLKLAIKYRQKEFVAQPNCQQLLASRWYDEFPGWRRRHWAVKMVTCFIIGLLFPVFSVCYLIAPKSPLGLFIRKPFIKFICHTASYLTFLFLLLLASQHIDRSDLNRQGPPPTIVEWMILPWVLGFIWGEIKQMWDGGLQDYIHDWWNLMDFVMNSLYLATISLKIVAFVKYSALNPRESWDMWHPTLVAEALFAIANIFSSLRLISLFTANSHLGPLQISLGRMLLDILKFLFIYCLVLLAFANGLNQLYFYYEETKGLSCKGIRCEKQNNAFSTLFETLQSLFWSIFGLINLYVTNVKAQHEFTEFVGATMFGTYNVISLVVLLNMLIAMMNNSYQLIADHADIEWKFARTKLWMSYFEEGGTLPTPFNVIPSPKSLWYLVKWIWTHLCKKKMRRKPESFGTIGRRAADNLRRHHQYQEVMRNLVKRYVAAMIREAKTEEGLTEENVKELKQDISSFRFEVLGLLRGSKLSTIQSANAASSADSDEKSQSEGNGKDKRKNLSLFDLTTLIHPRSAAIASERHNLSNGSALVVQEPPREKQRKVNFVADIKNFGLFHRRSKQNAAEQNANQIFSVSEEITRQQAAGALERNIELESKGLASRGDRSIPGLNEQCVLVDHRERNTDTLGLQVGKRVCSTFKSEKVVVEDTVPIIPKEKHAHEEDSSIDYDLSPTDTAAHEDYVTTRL
#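 Test system – stable TRPC4beta/mu-opioid receptor HEK293 cells · Probe or stimulus – DAMGO, a submaximal dose followed by a maximal one · Dosing – one concentration per compound · Signal – Fluo4 calcium fluorescence by kinetic imaging, 5 s 1 Hz baseline · Evaluation – per-well B score of integrated baseline-normalized Fluo4 ratio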
# RGS4 block – RGS4 inhibitors, primary screen, cell-based, HEK293 M3R inducible RGS4, calcium flux. Regulator of G-protein signaling 4 (Homo sapiens), P49798. Fluo-4 calcium flux; hits give high values; triggered by carbachol at its EC20. B-score at 10 µM. actives 0.45% (n = 310,000);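 active = B-score, a plate-corrected calcium signal, over three deviations above library mean, with baseline fluorescence within five deviations of library mean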;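 also: RGS4 expression induced by doxycycline in cells with stable M3 receptor; B-score is computed from the integrated fluorescence ratio over baseline after carbachol; higher B-score means a larger calcium signal and so more RGS4 inhibition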
# SKKanGAS inh – S. pyogenes SKKanGAS growth inhibitors in kanamycin, primary screen, streptokinase expression inhibitor project, SKKanGAS strain, BacTiter-Glo luminescence. actives 1.3% (n = 300,000). inhibition, % at 7.5 µM. 6 h;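 active = mean replicate score, as percent of positive control median, at least 50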;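 also: strain carries kanamycin resistance gene driven by streptokinase promoter and grows in 40 µg/ml kanamycin; loss of luminescence reflects streptokinase promoter inhibition or plain growth inhibition; 0% = median of DMSO wells and 100% = positive control at its reference dose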
# TRPC6 act – mouse TRPC6 channel activators, primary screen, cell-based, HEK293, membrane potential dye; Short transient receptor potential channel 6 (Mus musculus), Q61143; HEK293-TRPC6 membrane potential dye fluorescence; hits give high values; B-score at 10 µM; actives 0.13% (n = 310,000);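 active = B-score of the integrated fluorescence ratio above library mean plus 3 SD, and starting fluorescence ratio within library mean plus 5 SD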;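 also: higher score means more depolarization so channel activation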
# RGS4 act – RGS4 potentiators or activators, primary screen, cell-based, HEK293 M3R inducible RGS4, calcium flux | carbachol calcium flux Fluo4; hits give low values | B-score at 10 µM | actives 0.92% (n = 310,000);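 active = B-score of the integrated calcium signal more than 4 SD below the library mean, with starting fluorescence not abnormally high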;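 also: negative B-score means reduced calcium response which marks RGS4 activation or potentiation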
#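 test system = M3R-expressing HEK293 line, RGS4 induced by doxycycline | probe or stimulus = carbachol at ECmax as muscarinic agonist stimulus | timing = dye loading 30 min 37 °C, buffer rest 30 min RT | signal = calcium dye Fluo4 fluorescence | evaluation = B score from integrated fluorescence ratio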
# HIF act – HIF pathway transcriptional activators, primary screen, cell-based, U2OS HRE-luciferase, luminescence; AID 1910, 2009; U2OS HRE-luciferase reporter; normalized: DMSO 0%, desferrioxamine 100%; activation, % at 7.5 µM (by protocol); actives 0.32% (n = 300,000);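 active = mean activation of at least 10% of the iron chelator positive control signal, with at least half of replicates also reaching 10%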
# * hit, by the source's call; i = inactive; . = not tested or not shown.
# Order of results – Platelet DG rel, MrgX1 antagonist, TRPC6 inhibitor, MrgX1 agonist, MrgX1 PAM, TRPC4 inh, RGS4 block, SKKanGAS inh, TRPC6 act, RGS4 act, HIF act
1	COc1ccccc1N1CCN(C(=O)CCN2C(=O)c3cccc4cccc(c34)C2=O)CC1
    2, i, i, i, i, i, i, 3, i, i, -0.5
2	N/C(=N\NS(=O)(=O)c1ccccc1C(F)(F)F)c1ccccn1
    -8, i, i, i, i, i, i, -11, i, i, 0.8
3	CCn1cc(Br)c(C(=O)N2CCN(c3ccccc3)CC2)n1
    -3, i, i, i, i, i, i, -1, i, i, -0.2
4	CC(C)c1cccc(C(C)C)c1OC(=O)NC(=O)c1c(F)cccc1F
    3, i, i, i, i, i, i, 6, i, i, -0.8
5	O=C(C1CCN(S(=O)(=O)c2cc(Cl)ccc2Cl)CC1)N1CCOCC1
    3, i, i, i, i, i, i, 3, i, i, 0.2
6	O=C(OC1CCOC1=O)c1cccc(S(=O)(=O)Nc2cccc(Cl)c2)c1 (centres undefined)
    -8, i, i, i, i, i, i, 11, i, i, -0.4
7	CCn1c(=O)cc(N2CCN(C(=O)c3ccco3)CC2)[nH]c1=O
    -5, i, i, i, i, i, i, -13, i, i, 0.1
8	CC(C)CN(C(=O)CN(C)S(=O)(=O)c1ccc(Cl)cc1)C1CCS(=O)(=O)C1 (centres undefined)
    7, i, i, i, i, i, i, -11, i, i, 1.2
9	O=C(C1=C[C@@H](C2CCCCC2)C[C@@H](OCc2ccc(CO)cc2)O1)N1CCN(Cc2ccc3c(c2)OCO3)CC1
    -9, i, i, i, i, i, i, 38, i, i, -2.5
10	COc1ccc(C)cc1S(=O)(=O)N1CCCC(C(=O)N2CCN(c3ccccc3F)CC2)C1 (centres undefined)
    -17, i, i, i, i, i, i, -4, i, i, -0.2
11	Cc1ccc(NC(=O)c2ccc(OC(=O)c3cc4ccccc4o3)cc2)cc1
    -4, i, i, i, i, i, i, 4, i, i, 0.7
12	O=C(CSCc1ccco1)N1CCc2ccccc21
    0, i, i, i, i, i, i, -3, i, i, 1.7
13	CCn1nnnc1SCC(=O)NCc1cccs1
    -2, i, i, i, i, i, i, 1, i, i, -25
14	COCCCn1c(SCC(=O)N2CCc3ccccc32)nnc1-c1ccco1
    10, i, i, i, i, i, i, 1, i, i, 0.5
15	Cc1cccc(NC(=O)CCCn2c(=S)[nH]c3ccccc3c2=O)c1
    2, i, i, i, i, i, i, -3, i, i, 1.2

# Some of these compounds in order of formula weight, largest number first.
# Order of results – Platelet DG rel, MrgX1 antagonist, TRPC6 inhibitor, MrgX1 agonist, MrgX1 PAM, TRPC4 inh, RGS4 block, SKKanGAS inh, TRPC6 act, RGS4 act, HIF act
4	CC(C)c1cccc(C(C)C)c1OC(=O)NC(=O)c1c(F)cccc1F
    3, i, i, i, i, i, i, 6, i, i, -0.8
2	N/C(=N\NS(=O)(=O)c1ccccc1C(F)(F)F)c1ccccn1
    -8, i, i, i, i, i, i, -11, i, i, 0.8
7	CCn1c(=O)cc(N2CCN(C(=O)c3ccco3)CC2)[nH]c1=O
    -5, i, i, i, i, i, i, -13, i, i, 0.1

# Going on with the list.
# Order of results – Platelet DG rel, MrgX1 antagonist, TRPC6 inhibitor, MrgX1 agonist, MrgX1 PAM, TRPC4 inh, RGS4 block, SKKanGAS inh, TRPC6 act, RGS4 act, HIF act
16	COc1cc(-c2nc(S(=O)(=O)c3ccc(C)cc3)c(N3CCOCC3)o2)cc(OC)c1OC
    1, i, i, i, i, i, i, 2, i, i, 0.1
17	CNc1nc(SCc2ccccc2)nc(N2CCOCC2)n1
    8, i, i, i, i, i, i, 1, i, i, -0.3
18	Cc1nc(C)n(C(C)CNS(=O)(=O)c2ccc(Cl)cc2)n1 (centres undefined)
    -1, i, i, i, i, i, i, 0, i, i, -0.1
19	O=C(NCCS(=O)(=O)N1CCCCCC1)c1ccc(F)cc1
    12, i, i, i, i, i, i, -2, i, i, -0.1
20	Cc1ccc(NC(=O)c2cc(-c3cccs3)on2)cc1
    -1, i, i, i, i, i, i, -8, i, i, 8.8
21	CCOC(=O)CNC(=O)CSc1cc(C)nc2ccc(OC)cc12
    8, i, i, i, i, i, i, 7, i, i, -0.5
22	CCOc1nc(Nc2ccc(F)cc2)nc(N2CCN(c3ccc(OC)cc3)CC2)n1
    4, i, i, i, i, i, i, 16, i, i, -0.2
23	CCn1c(CNc2ccc(F)cc2)nnc1SCCN1CCCCC1
    -6, i, i, i, i, i, i, 2, i, i, 0.7
24	CCOC(=O)c1cn[nH]c1NC(=S)Nc1ccc(OC)cc1
    3, i, i, i, i, i, i, 11, i, i, -0.7
25	COc1ccc(NC(=O)CCNS(=O)(=O)c2ccccc2F)cc1S(N)(=O)=O
    -8, i, i, i, i, i, i, 0, i, i, -0.3
26	CCOc1ccccc1OCCCCCc1c(C)n[nH]c1C
    10, i, i, i, i, i, i, 61*, i, i, -0.4
27	CCOc1ccc(CCNC(=O)CS(=O)(=O)Cc2nc(-c3ccc(OC)cc3)oc2C)cc1
    0, i, i, i, i, i, i, -4, i, i, -0.3
28	O=C(CNC(=O)c1ccco1)NCC(=O)OCc1ccc(Cl)cc1
    0, i, i, i, i, i, i, 0, i, i, -0.1
29	COc1ccccc1NC(=O)C1CCN(S(C)(=O)=O)CC1
    -3, i, i, i, i, i, i, 4, i, i, -4.7
30	CCN1CCN(C(c2cccs2)C(C)NC(=O)c2ccccc2OC)CC1 (centres undefined)
    5, i, i, i, i, i, i, 1, i, i, -0.2
31	COC(=O)Cc1c(C)c2ccc(OCC(=O)NCc3ccc4c(c3)OCO4)cc2oc1=O
    2, i, i, i, i, i, i, -3, i, i, 0.5
32	O=C1CCCC2=C1Sc1ccccc1N2
    -6, -4.8*, i, i, i, i, i, 2, i, i, -12
33	Clc1ccc(-c2nnc(-c3cccnc3)o2)cc1
    0, i, i, i, i, i, i, -2, i, i, 3.9
34	OCCNCCO
    1, i, i, i, i, i, i, 1, i, i, -0.4
35	CC(C)CCOP(=O)(c1ccc(N(C)C)cc1)C(O)c1ccccc1F (centres undefined)
    1, i, i, i, i, i, i, -5, i, i, -0.1
36	COc1ccc(CCN(Cc2nc3ccccc3c(=O)[nH]2)C(=O)C2CC2)cc1
    -4, i, i, i, i, i, i, -5, i, i, -0.9
37	CC(C)NC(=O)c1ccc(CN2CCc3ccccc3C2)cc1
    -3, i, i, i, i, i, i, -2, i, i, 0.9
38	CC(=O)c1c(O)c2ccccc2n(C(C)C)c1=O
    -10, i, i, i, i, i, i, 21, i, i, -0.4
39	CCOC(=O)/C(C#N)=C1/C=C(C)NC(c2ccccc2O)=N1
    1, i, i, i, i, i, i, 10, i, i, -0.3
40	Cn1cc([N+](=O)[O-])c(C(=O)N2CCN(Cc3ccc4c(c3)OCO4)CC2)n1
    -4, i, i, i, i, i, i, 1, i, i, -0.5
41	Cc1ccc2nc(-c3ccncc3)c(NC3CCCCC3)n2c1
    -7, i, i, i, i, i, i, -12, i, i, 452*
42	CCN(CC(=O)NC(=O)Nc1ccccc1F)Cc1ccccc1
    2, i, i, i, i, i, i, 0, i, i, 0.4
43	COc1ccc([N+](=O)[O-])cc1NCc1cccnc1
    0, i, i, i, i, i, i, 6, i, i, -0.3
44	CCNC(=S)N/N=C/c1ccco1
    6, i, i, i, i, i, i, 12, i, i, -0.1
45	COC(=O)C1=C(C)NC(=O)/C1=C\c1ccc2c(c1)OCO2
    -1, i, i, i, i, i, i, -3, i, i, 0.0
46	Cc1cc(C(C)(C)C)cc(C)c1Cn1c2[n+](c3ccc(C(F)(F)F)cc31)CCCCC2
    -12, i, i, i, i, i, i, 13, i, i, -0.3
47	COc1ccc(NC(=O)CNC(=O)Cn2c(C)cc3ccccc3c2=O)cc1OC
    8, i, i, i, i, i, i, -4, i, i, -0.2
48	CC1CN(c2ccc(NC(=O)c3ccco3)cc2C(=O)O)CC(C)O1 (centres undefined)
    ., i, i, i, i, i, i, -4, i, i, .
49	CCC(C)C(NC(=O)C(CC(C)C)NC(=O)C(CO)NC(=O)C1CCC(=O)N1)C(=O)OC (centres undefined)
    1, i, i, i, i, i, i, -5, i, i, -0.5
50	O=C(NCc1ccc(Cl)cc1)C1CCCN(S(=O)(=O)c2cnc[nH]2)C1 (centres undefined)
    -1, i, i, i, i, i, i, -3, i, i, .
51	COc1ccc(N(CC(=O)N/N=C/c2ccc3c(c2)OCO3)S(=O)(=O)c2ccccc2)cc1
    -6, i, i, i, i, i, i, 8, i, i, -0.1
52	CCOc1ccccc1NC(=O)CSc1nc2c(c(=O)n1C)SC(C)C2 (centres undefined)
    -2, i, i, i, i, i, i, -5, i, i, 0.1
53	COc1cc2c(cc1OC)CN(C(=O)/C=C/c1ccc([N+](=O)[O-])cc1)CC2
    -2, i, i, i, i, i, i, 11, i, i, -0.2
54	CC(=O)NS(=O)(=O)c1ccc(NC(=O)COc2cccc3c2OC(C)(C)C3)cc1
    7, i, i, i, i, i, i, -11, i, i, 0.1
55	O=C1CC2CS(=O)(=O)CC2N1c1ccc(Oc2ccccc2)cc1 (centres undefined)
    -2, i, i, i, i, i, i, 10, i, i, -0.6
56	CSc1nc(NCc2ccccc2)c2c3c(sc2n1)CN(C)CC3
    -1, i, i, i, i, i, i, -5, i, i, 0.9
57	Cc1ccccc1-n1c(=O)[nH]c(=O)c2c(N)c(C(=O)c3ccc(Cl)cc3)sc21
    -7, i, i, i, i, i, i, 24, i, i, 1.5
58	CNC(=O)c1ccc(S(=O)(=O)c2ccc(Cl)cc2)c(NC(C)=O)c1
    ., i, i, i, i, i, i, 2, i, i, -1.1
59	O=C(Nc1ncc2c(n1)-c1ccccc1OC2)c1ccccc1Cl
    -7, i, i, i, i, i, i, -15, i, i, 0.3
60	S=C(c1c[nH]c2ccccc12)N1CCCC1
    3, i, i, i, i, i, i, 1, i, i, -0.8
